# Bioassay records from PubChem.
# GLA spleen mod – qHTS Assay for Inhibitors and Activators of Human alpha-Galactosidase From Spleen Homogenate. Alpha-galactosidase A (Homo sapiens), P06280. human spleen homogenate, 4MU-alpha-Gal fluorescence, 40 min. Potency, µM (titrated, usually from 80 µM), inactives show at the highest dose activity change, negative = inhibition, hits mostly inhibitors. hit rate 0.008% among 240,000;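 also: 0% = enzyme with vehicle and -100% = no enzyme basal signal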
#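 Human spleen homogenate (1 ug) as enzyme source, 4-methylumbelliferyl-alpha-D-galactopyranoside 1 mM final, citrate/phosphate pH 5.0 with 0.01% Tween-20. Compounds 40 min at 37C, NaOH/glycine stop; fluorescence Ex 365/Em 440, Hill-fit AC50.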
# TR SRC2 fluor cs – Total Fluorescence Counterscreen for Inhibitors of the Interaction of Thyroid Hormone Receptor and Steroid Receptor Coregulator 2. TRb/SRC2 Texas Red total fluorescence interference. Potency, µM (doses to about 106 µM), without a hit: at the highest dose fluorescence change, negative = quenching. hit rate 0.29% among 280,000; active = well fitted curve in either direction with a large enough effect; inconclusive = small, poorly fitted or top-dose-only effect
#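 Human TRβ ligand-binding domain (0.6 uM) and Texas Red SRC2 peptide (20 nM) in Tris buffer with 1 uM T3 and 5% DMSO were incubated with pinned compound for 5 hr at ambient temperature. Total fluorescence was computed as S + 2P (555/632 nm).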
# Tau fluor cs – Counterscreen qHTS for Inhibitors of Tau Fibril Formation, Fluorescence Polarization | hit rate 0.93% among 280,000 | tau K18 P301L Alexa594 fluorescence, heparin fibrillization | Potency, µM (doses to about 57.7 µM), inactives show at the top dose activity change, negative = decrease | AID 1463, 2008; also: nearly all actives have a fitted effect of over 55% in size
#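 Human tau K18 P301L (15 uM unlabeled, 0.24 uM Alexa 594-labeled) in 100 mM sodium acetate pH 7 with 20 uM heparin, 6 hr at 37 C. ThT 30 uM added, 1 hr ambient; Alexa 594 FP and total fluorescence read at 555/632 nm.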
# Tau ThT inhib – qHTS for Inhibitors of Tau Fibril Formation, Thioflavin T Binding. Microtubule-associated protein tau (Homo sapiens), P10636. recombinant tau K18 P301L (four-repeat tau fragment), heparin-induced fibrillization, ThT fluorescence. Potency, µM (doses to about 57.4 µM), for the others: top-dose activity, negative = inhibition, hits mostly inhibitors. hit rate 2.1% among 270,000; also: nearly all actives have a fitted effect of over 55% in size
# Target sequence (P10636 561-689 P618L limits assumed): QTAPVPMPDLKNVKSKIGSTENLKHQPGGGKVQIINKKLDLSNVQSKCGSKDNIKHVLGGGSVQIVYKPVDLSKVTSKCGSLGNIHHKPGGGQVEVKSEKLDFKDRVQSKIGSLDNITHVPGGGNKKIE
#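 Aggregation was driven by heparin (20 uM final) acting on recombinant tau […] bearing P301L in 100 mM sodium acetate pH 7; fibrils were detected with Thioflavin T.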
# Tau fibril FP – qHTS for Inhibitors of Tau Fibril Formation, Fluorescence Polarization | Microtubule-associated protein tau (Homo sapiens), P10636 | K18 P301L tau heparin fibrillization, Alexa594 FP, 6 h | Potency, µM (doses to about 57.7 µM), for inactives: at the highest dose activity, negative = inhibition, actives largely listed as inhibitors | AID 1468, 2008 | hit rate 0.39% among 280,000; also: nearly all actives have a fitted effect of over 55% in size
#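 Recombinant K18 P301L […], labeled with Alexa 594 at 0.24 uM over 15 uM unlabeled; heparin inducer 20 uM final; 37 C, 6 hr; FP endpoint.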
# ALDH1A1 inh – qHTS Assay for Inhibitors of Aldehyde Dehydrogenase 1 (ALDH1A1). Aldehyde dehydrogenase 1A1 (Homo sapiens), P00352. hit rate 7.3% among 220,000. Purified ALDH1A1, NADH fluorescence, propionaldehyde substrate. Potency, µM (highest dose often 75.3 µM), for the others: top-dose activity, negative = inhibition, hits mostly inhibitors; active = well fitted inhibition curve with a large enough effect, not every such curve was filed as active; inconclusive = small, poorly fitted or top-dose-only effect, or another doubt; inactive = no such curve, though single readings can be large or run the other way;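 also: plate controls were no enzyme wells and a reference inhibitor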
# Target sequence (P00352 whole entry, looked up): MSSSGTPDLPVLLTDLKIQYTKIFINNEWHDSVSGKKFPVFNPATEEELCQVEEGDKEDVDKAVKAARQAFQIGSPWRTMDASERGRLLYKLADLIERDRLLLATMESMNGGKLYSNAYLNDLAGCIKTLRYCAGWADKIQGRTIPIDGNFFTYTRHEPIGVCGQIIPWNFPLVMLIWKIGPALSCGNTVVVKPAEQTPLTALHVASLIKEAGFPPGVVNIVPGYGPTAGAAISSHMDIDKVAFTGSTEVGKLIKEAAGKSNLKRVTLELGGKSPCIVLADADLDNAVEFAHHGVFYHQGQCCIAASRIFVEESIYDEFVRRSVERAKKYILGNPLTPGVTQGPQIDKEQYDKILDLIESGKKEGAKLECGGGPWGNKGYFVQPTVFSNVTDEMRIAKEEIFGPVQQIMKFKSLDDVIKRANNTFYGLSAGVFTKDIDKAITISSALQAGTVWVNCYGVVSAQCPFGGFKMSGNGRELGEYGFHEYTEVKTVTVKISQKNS
# TRb SRC2 PPI – qHTS for Inhibitors of the Interaction of Thyroid Hormone Receptor and Steroid Receptor Coregulator 2. Thyroid hormone receptor beta (Homo sapiens), P10828. TRbeta-SRC2 peptide binding, fluorescence polarization; receptor liganded with 1 µM T3. Potency, µM (doses to about 106 µM), inactives show at the highest dose activity change, negative = inhibition, actives largely listed as inhibitors. hit rate 0.065% among 280,000;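 also: plate controls were bound peptide for no effect and peptide without receptor for full effect; nearly all actives have a fitted effect of over 50% in size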
# Target sequence (P10828 whole entry, looked up): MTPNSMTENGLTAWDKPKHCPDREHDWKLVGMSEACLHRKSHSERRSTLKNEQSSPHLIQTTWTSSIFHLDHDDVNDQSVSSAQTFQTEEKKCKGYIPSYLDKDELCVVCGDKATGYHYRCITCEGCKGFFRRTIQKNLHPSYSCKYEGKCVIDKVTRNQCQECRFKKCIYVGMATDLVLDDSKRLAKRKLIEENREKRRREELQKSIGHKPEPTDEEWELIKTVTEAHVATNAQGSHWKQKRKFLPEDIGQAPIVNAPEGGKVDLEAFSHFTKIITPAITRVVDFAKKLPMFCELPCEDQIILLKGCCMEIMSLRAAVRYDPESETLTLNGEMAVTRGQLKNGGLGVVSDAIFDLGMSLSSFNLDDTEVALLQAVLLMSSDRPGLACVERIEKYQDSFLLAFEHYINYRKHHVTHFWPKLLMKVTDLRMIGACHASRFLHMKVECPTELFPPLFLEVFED
#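 Human TRb LBD (0.6 uM) plus Texas Red-labeled SRC2 peptide (20 nM), 1uM T3, 5% DMSO, 5 hr at ambient temperature. Decreased polarization (555/632 nm) flags inhibition; data normalized to free and bound peptide controls.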
# L3MBTL1 inh – qHTS Assay for the Inhibitors of L3MBTL1. Potency, µM (highest dose often 57.1 µM), without a hit: at the highest dose activity, negative = inhibition, actives largely listed as inhibitors. AID 485360, 2010. Lethal(3)malignant brain tumor-like protein 1 (Homo sapiens), Q9Y468. hit rate 0.66% among 230,000. AlphaScreen L3MBTL1–H3K9me1 peptide binding; also: nearly all actives have a fitted effect of over 60% in size
#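 L3MBTL1 50 nM + b-AHA-H3(1-15)K9me1 75 nM, 30 min RT; compound added, 30 min RT; streptavidin donor/Ni-chelate acceptor beads 10 ug/mL each final, 30 min RT dark; AlphaScreen read.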
# * marks the source's active call; other numbers are inactive results; u = inconclusive; x = not tested or not shown; [ ] = dose if it differs, or a comment. Unless noted, calls follow the shape of the dose curve; as a rule, active = well fitted curve in the direction sought with a large enough effect; inconclusive = small, poorly fitted or top-dose-only effect, or another doubt; inactive = no such curve, though single readings can be large; an effect the other way counts as inactive or inconclusive. Unless noted, % is scaled to controls: 0 for no effect and ±100 for the full control effect; potency is read from the fitted curve at half-maximal effect. No enrichment for hits (roughly 8.5% active in at least one column).
SMILES,GLA spleen mod,TR SRC2 fluor cs,Tau fluor cs,Tau ThT inhib,Tau fibril FP,ALDH1A1 inh,TRb SRC2 PPI,L3MBTL1 inh
COc1ccc(C(C(=O)NC2CCCC2)N(C(=O)c2ccoc2C)c2ccc(C)c(C)c2)cc1 (stereo unspecified),-1%,0%,1%,-8%,7%,u,-1%,-10%
CCOC(=O)C1=C(O)/C(=C/c2ccc(OCC(=O)O)c(OC)c2)SC1=Nc1ccc(OC)cc1,1%,-5%,11%,u,6%,-11%,-6%,-8%
O=c1c2ccccc2nc2n1C(CSCc1ccc(Cl)cc1Cl)CS2 (stereo unspecified),1%,0%,-5%,-11%,4%,-6%,2%,7%
CC(=O)Nc1c(O)nc(SCc2ccccc2C#N)[nH]c1=O,-2%,0%,1%,-1%,5%,15%,3%,13%
CCNC(=O)Cn1nc(C)n2c(cc3c(OC)cccc32)c1=O,x,-4%,-5%,-7%,3%,x,3%,x
Cc1ccc(-c2nnn(CC(=O)NC3CCN(Cc4ccccc4)CC3)n2)cc1,-8%,-1%,-1%,6%,8%,6%,-2%,-2%
Cc1ccc(S(=O)(=O)c2nc(-c3ccc(Cl)cc3)oc2N2CCCCCC2)cc1,x,u,-7%,-10%,-1%,x,-2%,x
Cn1c(=O)n(C)c2cc(S(=O)(=O)NCC(=O)O)ccc21,4%,-2%,5%,4%,-1%,u,6%,1%
O=S(=O)(c1cccs1)n1nnc2ccccc21,-14%,-1%,6%,0%,4%,0%,1%,17%
NC(=O)COC(=O)c1c2c(nc3ccccc13)CCCCC2,-6%,0%,3%,-2%,7%,u,-4%,13%
O=C(OCc1nnc(-c2ccccc2)o1)c1ccc(S(=O)(=O)NCc2ccco2)cc1,0%,-1%,-12%,u,-1%,15%,-11%,-29%
C=CCn1c(P(=O)(O)c2ccccc2)nc2ccccc21,12%,2%,0%,1%,3%,15%,5%,u
CCCC(=O)N1CCN(c2ccc(NC(=O)c3cc4ccccc4o3)cc2)CC1,-8%,-3%,-28%,u,7%,5%,4%,0%
O=C(Nc1nc2ccccc2c2nc3ccccc3n12)c1ccc(F)cc1,-1%,4%,2%,-2%,2%,19%,6%,14%
Fc1ccccc1-c1[nH]ncc1-c1nnnn1-c1ccccc1,3%,-3%,-13%,-6%,-2%,u,-6%,1%

# Next section; it opens with the two that closed the last part.
SMILES,GLA spleen mod,TR SRC2 fluor cs,Tau fluor cs,Tau ThT inhib,Tau fibril FP,ALDH1A1 inh,TRb SRC2 PPI,L3MBTL1 inh
O=C(Nc1nc2ccccc2c2nc3ccccc3n12)c1ccc(F)cc1,-1%,4%,2%,-2%,2%,19%,6%,14%
Fc1ccccc1-c1[nH]ncc1-c1nnnn1-c1ccccc1,3%,-3%,-13%,-6%,-2%,u,-6%,1%
O=C(Nc1ccc(Oc2nnc(-c3ccccc3)c3ccccc23)cc1)c1ccccc1,-5%,-4%,-5%,2%,1%,1%,11%,6%
CC12CCC(C(=O)Nc3ccc(Br)cn3)(OC1=O)C2(C)C (stereo unspecified),-3%,-1%,-2%,3%,-5%,-1%,0%,6%
O=C1C(C=NCc2ccncc2)=C(O)c2ccccc21,1%,-2%,-5%,-7%,0%,6%,0%,x
CCc1ccc2nc(NC(=O)CSCc3c(C)noc3C)sc2c1,-17%,1%,-28%,u,-10%,u,0%,-10%
O=C(NCC1CCCO1)c1ccc2c3n(nc2c1)-c1ccccc1CO3 (stereo unspecified),1%,-6%,8%,-8%,7%,x,0%,x
O=c1c(Cc2ccc(F)cc2)c(O)ccn1CCc1cnc[nH]1,-2%,1%,0%,2%,-3%,15%,9%,6%
COc1ccc(NC(=O)CSc2nc3nc(C)cc(C)n3n2)cc1OC,x,-1%,-3%,-4%,3%,x,-1%,x
O=C1N/C(=C/c2cccn2-c2ccc(F)cc2)C(=O)N1Cc1ccccc1,7%,-6%,-18%,-7%,8%,16µM*,0%,x
O=C(CSc1nnc(Cn2nnc3ccccc32)o1)N(Cc1ccc(Cl)cc1)c1ccccc1,-1%,0%,-15%,-9%,-8%,-15%,5%,x
Cc1cccc(NC(=O)CSc2nnc3[nH]c(=O)cc(C)n23)c1C,x,-1%,0%,3%,-3%,x,-10%,x
O=C(O)CCCCCNC(=O)c1ccc(Br)cc1,-2%,2%,-7%,-12%,6%,-1%,-1%,x
Cc1cc(=O)oc2cc(OCC(=O)NCc3ccco3)ccc12,5%,-2%,-1%,-1%,0%,u,-5%,-8%
COc1cc(/C(C#N)=C/c2ccccc2)c([N+](=O)[O-])cc1OC,-3%,0%,u,-17%,2%,4%,11%,-12%
N/C(=N\OC(=O)CC(c1ccccc1)c1ccccc1)c1cccnc1,-9%,0%,2%,3%,0%,1%,-2%,4%
COc1ccc(C2N(S(=O)(=O)c3ccccc3)CCN2S(=O)(=O)c2ccc(C)cc2)cc1 (stereo unspecified),8%,4%,u,-2%,u,-7%,-6%,x
COc1ccc(NC(=O)N2CCCC2C(=O)NCc2ccc(C)cc2)cc1 (stereo unspecified),-9%,1%,6%,2%,-1%,1%,-5%,4%
CCOc1ccccc1C(=O)N1CCN(c2ccc(C(F)(F)F)cn2)CC1,-3%,0%,12%,3%,10%,-12%,3%,2%
COc1cc(OC)c(NC(=O)N2CCc3c(sc4c3CCCC4)C2c2ccccc2)cc1Cl (stereo unspecified),x,-1%,-10%,2%,14%,x,1%,x
Cc1ccc(NC2=C(N3CCCCC3)C(=O)c3ccccc3C2=O)cc1,3%,-3%,-25%,-15%,-5%,7%,6%,-10%
Cc1ccc(/C=C/C(=O)c2ccc(N3CCOCC3)cc2)s1,-8%,-15%,u,7.1µM*,-1%,u,-2%,-19%
CCOC(=O)c1[nH]c(C=O)c(C(=O)OCC)c1C,5%,4%,-21%,-2%,-7%,u,3%,0%
CCOC(=O)c1csc(NC(=O)c2cc(=O)c3ccccc3o2)n1,-2%,-4%,8%,-19%,6%,-2%,5%,4%
O=C(/C=C/c1ccc2c(c1)OCO2)Nc1ccc(Cl)cn1,10%,-2%,4%,-2%,-13%,5%,1%,6%
CCOc1ccc(OCc2cccc(C(=O)O)c2)cc1,-4%,1%,11%,-9%,15%,9%,5%,3%
O=C(Nc1ccc(Cl)cc1)N1CCC(CO)(Cc2ccccc2)CC1,-3%,-1%,-22%,-13%,-11%,13µM*,5%,-4%
O=C(NCC(c1cccnc1)N1CCN(c2ccc(F)cc2)CC1)c1cccc(Cl)c1 (stereo unspecified),-3%,1%,-27%,-17%,1%,5%,-2%,-5%
Cc1ccc(-c2c(C(=O)NCCc3ccccc3)oc(=O)c3ccccc23)cc1,x,0%,-23%,-18%,-4%,x,6%,x
O=C1CC(c2ccc(F)cc2F)c2cc3c(cc2N1)OCO3 (stereo unspecified),x,-3%,-13%,-6%,-4%,x,0%,x
COC(=O)C(C)(C(=O)OC)c1ccccc1[N+](=O)[O-],6%,0%,-5%,-1%,-2%,-12%,1%,x
O=C(CSc1nnnn1C1CCCCC1)N1CCc2ccccc21,1%,-1%,-3%,-2%,-9%,-1%,-7%,x
CCN(CC)c1ccc(NC(=O)c2cnc3c(-c4ccccc4)c(C)nn3c2C)c(C)c1,x,2%,u,u,8%,x,-4%,x
N#CCSc1nc(-c2ccccc2)cs1,1%,-2%,-20%,-9%,-11%,-3%,3%,9%
c1cnc2ccc(C(c3nnnn3C3CCCC3)N3CCN4CCCC4C3)cc2c1 (stereo unspecified),-7%,4%,-2%,3%,3%,-3%,0%,-3%
CC(=O)c1ccc2c(c1)OCCOCCOCCOCCO2,-2%,0%,-11%,-4%,-11%,x,3%,3%
COc1cc(Cl)c(NC(=O)CC(C)S(=O)(=O)c2cc3c(cc2C)NC(=O)CO3)c(OC)c1 (stereo unspecified),x,-2%,-4%,3%,-2%,x,1%,x
CCNC(=S)N/N=C(\C)c1ccc2ccccc2c1,-1%,0%,-18%,u,2%,33%[activator],-10%,-27%
COC(=O)C1C(=O)NCC1c1ccc(OC)cc1 (stereo unspecified),-1%,-2%,0%,6%,7%,-7%,11%,x
O=C(NCC(=O)N1CCCCC1)c1ccc(Cl)cc1Cl,-2%,0%,-10%,-11%,-5%,1%,-3%,x
Cc1ccc(-c2csc(Nc3ccc(C(=O)O)cc3)[n+]2Cc2ccccc2)cc1,8%,0%,6%,8%,2%,u,-6%,-2%
COc1ccc2c(c1)c1ncn(Cc3ccc(F)cc3)c(=O)c1n2C,6%,2%,-8%,2%,-7%,x,7%,3%
Cc1nc(NCc2ccccc2)[nH]c(=O)c1CCC(C)C,-2%,-2%,-7%,-8%,-6%,-1%,-5%,-11%
O=S(=O)(NCc1cc(-c2ccc(Cl)cc2)no1)c1ccccc1,8%,-3%,-3%,-9%,-10%,9%,-8%,6%
COc1cccc(C(=O)Nc2cccc(C(=O)OCc3cc(=O)n4nc(C5CC5)sc4n3)c2)c1,x,-2%,-18%,u,-1%,x,-7%,x

# Whole records from above:
# Record of Cc1ccc(-c2csc(Nc3ccc(C(=O)O)cc3)[n+]2Cc2ccccc2)cc1 → GLA spleen mod = 8%; TR SRC2 fluor cs = 0%; Tau fluor cs = 6%; Tau ThT inhib = 8%; Tau fibril FP = 2%; ALDH1A1 inh = u; TRb SRC2 PPI = -6%; L3MBTL1 inh = -2%
# Record of Cc1ccc(S(=O)(=O)c2nc(-c3ccc(Cl)cc3)oc2N2CCCCCC2)cc1 → GLA spleen mod = x; TR SRC2 fluor cs = u; Tau fluor cs = -7%; Tau ThT inhib = -10%; Tau fibril FP = -1%; ALDH1A1 inh = x; TRb SRC2 PPI = -2%; L3MBTL1 inh = x
